# RMI FANCM FP: inhibitors of human RMI core complex binding to FANCM MM2; FP signal (polarization) at 33 µM; 70,000 tested, 0.58% active; AID 1159607; Fluorescence polarization, RMI core complex with F-MM2 peptide; hits give low values; in the data active means FP signal below about 40; further: inactives centre near 61; strong numbers were not always called active; unit not given here
# Starred values were filed as active, the others as inactive. The list is partial; rates above refer to the full screens.
no.	SMILES	RMI FANCM FP
1	Cc1ccc(NC(=O)CC2C(=O)NCCN2C(=S)Nc2ccccc2)c(C)c1 (centres undefined)	64
2	COc1cccc(OCC(=O)Nc2ccc3c(c2)CN(C(C)=O)CC3)c1	64
3	COc1ccc(C(=O)Nc2c(N)nc(SCC(=O)Nc3nc(C)cs3)[nH]c2=O)cc1	71
4	CCOC(=O)NC(NCCc1cc2ccccc2[nH]1)(C(F)(F)F)C(F)(F)F	57
5	O=C(COc1ccccc1F)NCCn1ncc2c(=O)n(Cc3ccc(Br)cc3)cnc21	62
6	O=[N+]([O-])c1ccc(Sc2ccccc2)c(Cl)c1	53
7	O=C(NCCc1ccco1)C(=O)NCC(c1cccs1)S(=O)(=O)c1ccc(Cl)cc1 (centres undefined)	54
8	COc1ccc(C(C)=O)cc1Oc1ccc(C)cc1	48
9	Cc1ccccc1C(=O)NCCOc1cccc(C(F)(F)F)c1	62
10	Cc1c(Cl)ccc2sc(N(CCN3CCOCC3)C(=O)c3ccnn3C)nc12	68
11	CCc1cc(=O)[nH]c2nnc(SCC(=O)NCCOC)n12	67
12	c1cncc(Cn2cccc2)c1	49

no.	SMILES	RMI FANCM FP
13	O=C(Nc1cccc2ccccc12)NC1CC(=O)N(c2ccc3c(c2)OCCO3)C1 (centres undefined)	55
14	COc1cc(/C=C/C(=O)NCCc2csc(-c3ccc(C(F)(F)F)cc3)n2)cc(OC)c1OC	55
15	CC(C)Sc1cccc(-c2nnc(N)o2)c1	66
16	CCOC(=O)C(=O)Nc1ccc([N+](=O)[O-])cc1C#N	72
17	O=C1CC2(CCCC2)C(=O)N1CCNc1nccc(C(F)(F)F)n1	62
18	CCCCCCn1c(COc2ccccc2)nc2ccccc21	55
19	CC(C)(C)c1nocc1C(=O)O/N=C(/N)c1ccc(Cl)cc1	51
20	CC(=O)NS(=O)(=O)c1ccc(N2C(=O)c3ccccc3C2=O)cc1	62
21	COc1ccc(NC(C)=O)cc1C(C)=O	64
22	COC(=O)C(C)Sc1ncnc2c1oc1ccccc12 (centres undefined)	62
23	O=C(CCC(=O)N1N=C(c2ccc(Br)cc2)CC1c1ccc(Br)cc1)Nc1ccc(Cl)cc1Cl (centres undefined)	55
24	COc1ccc(NC(=O)CSc2c(C)[nH]c3ccccc23)c(OC)c1	61

# A draw from above in order of heavy-atom count, falling.
no.	SMILES	RMI FANCM FP
24	COc1ccc(NC(=O)CSc2c(C)[nH]c3ccccc23)c(OC)c1	61
22	COC(=O)C(C)Sc1ncnc2c1oc1ccccc12 (centres undefined)	62
15	CC(C)Sc1cccc(-c2nnc(N)o2)c1	66

# (cont.)
no.	SMILES	RMI FANCM FP
25	Cc1cc(C)c(I)c(C)c1	57
26	CC(C)(C)C(=O)NCC12CC3CC(CC(C3)C1)C2	59
27	CCC(=O)Nc1cc(C)nn1-c1nc2c(cnn2-c2ccc(F)cc2)c(=O)[nH]1	68
28	Cc1ccc(NC(=O)c2c(-c3ccccc3)noc2C)cc1NS(C)(=O)=O	45
29	O=C(NNC(=S)Nc1ccc(Cl)cc1)c1ncc(C(F)(F)F)cc1Cl	59
30	Cc1ccccc1-c1n[nH]c(=S)o1	68
31	CCc1ccccc1NC(=O)N1CCN(c2ccc3nnc(-c4ccco4)n3n2)CC1	68
32	CC(=O)N1CCc2cc(NC(=S)NCc3cccs3)ccc21	54
33	Cn1nc2c(c1NC(=O)c1cc3ccccc3o1)CCC2	63
34	O=C(CCN1CCCC1)c1ccc(-c2ccccc2)cc1	65
35	O=C(CN1C(=O)c2ccccc2C1=O)Nc1ccc(N2CCCS2(=O)=O)cc1	70
36	CCOC(=O)c1c(-c2cccs2)csc1NC(=O)CCCCCN1C(=O)c2ccccc2C1=O	84

no.	SMILES	RMI FANCM FP
37	CSc1sc(C2=NNC(O)(C(F)(F)F)C2)c2c1C(=O)CCC2(C)C (centres undefined)	53
38	COC(=O)c1sc2ccccc2c1S(=O)(=O)NCc1cccc(Cl)c1	81
39	O=C(CC1CSc2nc3c(c(=O)n21)CCCC3)NCCc1c[nH]c2ccccc12 (centres undefined)	63
40	Cc1ccc2nc(SCc3ccc(Cl)c(Cl)c3)nc(=O)n2c1	55
41	CC(C)c1ccc(NS(=O)(=O)c2cccc3cnccc23)cc1	54
42	Cc1cccc(-c2nc3scc(CCNC(=O)COc4ccc(Cl)cc4)n3n2)c1	58
43	Cc1ccc(NC(=O)CSc2nccn3nc(-c4ccccc4)cc23)cc1C	145
44	CS(=O)(=O)c1ccc2nc(NC(=O)CN3C(=O)c4ccccc4C3=O)sc2c1	64
45	CC(=C\c1ccccc1)/C=C1/SC(=S)N(CCC(=O)Nc2nc(-c3ccccc3)cs2)C1=O	67
46	O=C(/C=C/c1ccccc1)N1CCN(c2ccc(-n3cccn3)nn2)CC1	55
47	O=C(Nc1ccc(CN2CCN(c3ccccn3)CC2)cc1)c1ccccc1F	58
48	O=C(COc1cccc2c1CCN(Cc1ccc(Br)cc1)C2=O)NCc1ccco1	63

# Of the compounds above, 2 contain a tert-butyl group.
no.	SMILES	RMI FANCM FP
19	CC(C)(C)c1nocc1C(=O)O/N=C(/N)c1ccc(Cl)cc1	51
26	CC(C)(C)C(=O)NCC12CC3CC(CC(C3)C1)C2	59

# Next section.
no.	SMILES	RMI FANCM FP
49	O=S1(=O)CCC(NS(=O)(=O)/C=C/c2ccccc2)C1 (centres undefined)	57
50	CC(=O)C1CNc2ccc(Cl)cc2C1(O)c1ccccc1 (centres undefined)	58
51	CCC(=O)Nc1sc2c(c1C(N)=O)CC(C)CC2 (centres undefined)	72
52	Nc1ncnc(Nc2ccccn2)c1[N+](=O)[O-]	61
53	S=c1[nH]c(=S)c2cnc(N3CCOCC3)nc2[nH]1	62
54	O=[N+]([O-])c1ccc(C2N(Cc3ccccc3)CCC3CCCCN32)cc1 (centres undefined)	62
55	CCNCc1ccco1	57
56	N#CC(c1nc2ccccc2nc1N1CCOCC1)S(=O)(=O)c1ccc(F)cc1 (centres undefined)	54
57	COc1ccc(C(CC(=O)c2ccco2)Sc2cccc3cccnc23)cc1OC (centres undefined)	58
58	N#CC(C#N)=C/C=C(/Sc1nc2cc(Cl)ccc2s1)c1ccc(Cl)cc1	54
59	NS(=O)(=O)c1ccc(CCNC(=O)NC2CC(=O)N(c3ccc(Cl)cc3)C2)cc1 (centres undefined)	71
60	C=CCn1c(C)c(C(=O)OC)sc1=Nc1ccccc1	62

no.	SMILES	RMI FANCM FP
61	O=C(CC1SC(=O)NC1=O)NNC(=O)c1ccccc1O (centres undefined)	57
62	COc1ccc(Cl)cc1NC(=O)CC1CCCCN1S(=O)(=O)c1ccc(C)cc1 (centres undefined)	73
63	Cc1nc(-c2ccnc(=S)[nH]2)cs1	57
64	CCOC(=O)NNC(=S)Nc1cccc(C)c1	63
65	O=C(N/N=C\c1ccccc1)c1ccccc1Br	60
66	C1=C(c2ccccc2)C2CC=C(c3ccccc3)C2C1 (centres undefined)	57
67	O=C(CSc1nc(=O)n(CCCO)c2c1CCC2)Nc1ccc(F)c([N+](=O)[O-])c1	54
68	Cc1nc([N+](=O)[O-])cn1CC(=O)c1ccccc1	55
69	COc1ccc(C)cc1S(=O)(=O)NCC1CCN(C(C)C)CC1	66
70	Cc1cc(C)nc(SCc2c(C(=O)NCc3ccco3)nnn2-c2ccccc2)n1	65
71	CC(=O)Nc1ccc(SCCCC(=O)Nc2ccc(OC(F)(F)F)cc2)nn1	79
72	Cc1cc(-c2ccccc2)nc2oc(-c3nnc(SCc4ccc(Cl)cc4)n3C)c(N)c12	73

no.	SMILES	RMI FANCM FP
73	CC(C)NS(=O)(=O)NC(C)C	56
74	COc1ccc(OCC(=O)NCCOc2cccc(C(F)(F)F)c2)cc1	61
75	O=C1C2C3CC(C(Br)C3Br)C2C(=O)N1c1cccnc1 (centres undefined)	60
76	COc1ccc(CC(=O)NCCn2ncc3c(=O)n(Cc4cccc(C)c4)cnc32)cc1	65
77	O=C(CSc1nnc2ccccn12)NCc1ccc2c(c1)OCO2	71
78	COc1ccc(-c2noc(-c3cc(-c4cc(C)ccc4C)n[nH]3)n2)cc1OC	93
79	COc1ccc(Cl)cc1S(=O)(=O)NCC1CCN(Cc2ccccc2)CC1	75
80	COc1ccc(N2CCN(Cc3nc4c(c(=O)[nH]c(=O)n4C)n3CCC(C)C)CC2)cc1	58
81	O=[N+]([O-])c1cccnc1Sc1n[nH]c(-c2ccc(Cl)cc2)n1	59
82	O=C(Nc1cc2ccccc2cc1NC(=O)c1cc([N+](=O)[O-])ccc1Cl)c1cc([N+](=O)[O-])ccc1Cl	57
83	S=C(NC1Cc2ccccc2C1)N(Cc1ccccc1)Cc1ccccc1	64
84	O=C(O)C12CC3CC(C1)CC(C(F)(F)C(F)C(F)(F)F)(C3)C2 (centres undefined)	62

no.	SMILES	RMI FANCM FP
85	N#Cc1c(N=Cc2cc(Br)ccc2O)sc2c1CCCC2	90
86	Cc1csc2nc(-c3ccc(NC(=O)c4ccccc4I)cc3)cn12	89
87	CN1CCCc2cc(C(CNC(=O)C(=O)Nc3ccc4c(c3)OCCO4)N3CCOCC3)ccc21 (centres undefined)	58
88	CS(=O)(=O)c1ccc(CC(=O)Nc2nnc(-c3ccc4c(c3)OCO4)o2)cc1	65
89	COc1ccc(N2CC(C(=O)Nc3nnc(-c4ccnn4C)o3)CC2=O)cc1 (centres undefined)	70
90	O=S(=O)(NCCc1ccccn1)c1ccc2c(c1)OCCCO2	64
91	CCOc1coc(C(=O)Nc2cccc(NC(C)=O)c2)cc1=O	64
92	O=C(OCC12CC3CC(CC(C3)C1)C2)c1ccccc1	54
93	CCOC(=O)c1c(C)oc2ccc(N(C(=O)c3ccccc3Cl)S(=O)(=O)c3cccc([N+](=O)[O-])c3)cc12	46
94	O=C(Nc1cc2ccccc2s1)NC1Cc2ccccc2C1	57
95	CN(C)S(=O)(=O)c1ccc(C(=O)NCCCN2CCN(c3ccccc3)CC2)cc1	64
96	O=C(NCCn1ncc2c(N3CCN(c4ccccc4)CC3)ncnc21)c1cnccn1	65

no.	SMILES	RMI FANCM FP
97	CC(=O)Nc1ccc(NS(=O)(=O)c2cc3c4c(c2)CC(=O)N4CCC3)cc1	54
98	O=c1[nH]cnc2c1sc(=S)n2-c1ccccc1	54
99	COC(=O)c1sccc1N/C=C(\C#N)C(=O)c1cccc(CSc2ccc(Cl)cc2)c1	7*
100	Cc1nc(-n2nc(-c3ccco3)cc2NC(=O)/C=C\c2ccccc2)[nH]c(=O)c1C	82
101	O=C(COc1ccc(F)cc1)Nc1c(C(=O)Nc2ccc([N+](=O)[O-])cc2)oc2ccccc12	76
102	CCSc1sc(C(=O)OC)c2c1/C(=N\O)CC(C)(C)C2	57
103	O=C(NCCN1CCOCC1)C(=O)Nc1ccc(F)c(Cl)c1	50
104	O=C(CCS(=O)(=O)c1ccccc1)N1CCc2ccccc2C1	61
105	c1ccc(CCn2c(-c3ccccc3)nc3ccccc32)cc1	59
106	CN1CCN(c2nc3ccc(NC(=O)/C=C/c4cccs4)cc3s2)CC1	64
107	O=C(NCCCn1ccnc1)c1nnc2n(c1=O)CCN2c1ccc(F)cc1	56
108	COc1ccc2oc(=Nc3ccc(C(=O)O)cc3)c(C(=O)NCc3ccccc3)cc2c1	57

# Some of the entries above, reformatted:
[67] O=C(CSc1nc(=O)n(CCCO)c2c1CCC2)Nc1ccc(F)c([N+](=O)[O-])c1
- RMI FANCM FP: 54

[68] Cc1nc([N+](=O)[O-])cn1CC(=O)c1ccccc1
- RMI FANCM FP: 55

[69] COc1ccc(C)cc1S(=O)(=O)NCC1CCN(C(C)C)CC1
- RMI FANCM FP: 66

[70] Cc1cc(C)nc(SCc2c(C(=O)NCc3ccco3)nnn2-c2ccccc2)n1
- RMI FANCM FP: 65

# More structures follow.
no.	SMILES	RMI FANCM FP
109	O=S(=O)(c1cccc(C(F)(F)F)c1)N1CCN(c2ccc3nncn3n2)CC1	68
110	COc1ccc(/C(C#N)=C/c2cnc(-c3ccccc3)[nH]2)cc1	56
111	Cc1nnc(SCc2cccnc2)c2c1cnn2-c1ccc(F)cc1	62
112	COCc1cc(=O)[nH]c(COc2ccc(Cl)cc2)n1	50
113	O=S(=O)(NCC(c1ccsc1)N1CCc2ccccc2C1)c1ccc(F)cc1F (centres undefined)	68
114	CCOC(=O)c1ccc(NC(=O)CSc2nc(CC(N)=O)cc(=O)[nH]2)cc1	60
115	CCCC1Oc2ccccc2C(=O)N(CC(=O)c2ccc(F)cc2)C1=O (centres undefined)	56
116	Cc1ccc(NC(=O)CC2NCCNC2=O)c(C)c1 (centres undefined)	54
117	CC(C)(C)c1ccc(NC(=O)CSc2ncn[nH]2)cc1	75
118	O=[N+]([O-])c1cccc(CSc2ncc(CO)n2Cc2ccc(F)cc2)c1	51
119	O=C1CCCN1c1ccc(CN2CC(=O)N(Cc3ccccc3)c3ccccc3S2(=O)=O)cc1	67
120	COc1ccc(CCNC(=O)C(=O)Nc2ccon2)cc1OC	52

no.	SMILES	RMI FANCM FP
121	COc1cc(Nc2ccc(NS(=O)(=O)c3ccc4c(c3)OCCO4)cc2)nc(C)n1	51
122	Cc1ccc(C2=NCN(c3ccc([N+](=O)[O-])cc3)C(=S)N2)cc1	64
123	COc1cccc(NC(=O)CSc2nc(CC(=O)Nc3ccc(S(N)(=O)=O)cc3)cs2)c1	59
124	Cc1cc(OC(=O)c2c(C)cc(O)cc2O)cc(O)c1C(=O)O	53
125	CCOC(=O)c1sc2c(c1O)c(=O)n(-c1ccccc1)c(=S)n2-c1ccccc1	60
126	CC(=O)Nc1ccc(SCC(=O)NCc2ccco2)nn1	63
127	CSc1sc(C(=O)/C(C#N)=N\Nc2cccc(C(F)(F)F)c2)c2c1C=CCC2	48
128	CC(=O)Nc1sccc1-c1nc2ccccc2s1	73
129	O=C(Nc1ccc(Cl)cc1)N1CCCC(c2nnc(-c3ccc4c(c3)OCO4)o2)C1 (centres undefined)	62
130	COc1ccc(OC)c(Nc2nc(CC(=O)Nc3cccc(C)c3C)cs2)c1	61
131	O=C(CSc1nc2ccccc2o1)N1CCN(c2ccccc2)CC1	55
132	Cc1cc(NC(=O)C(=O)NCc2cccs2)c2ccccc2n1	60
133	CC1C(=O)NCCN1C(=O)c1ccc(S(=O)(=O)N(C)C)cc1 (centres undefined)	60
134	Cc1ccc(Nc2nn3c(=O)c4ccc(Cl)cc4nc3s2)cc1C	65

# Bioassay records: PubChem, Small Molecule Screening Facility, UW Madison
